Assay outcomes (PubChem)
Polio RdRp inh: poliovirus RdRp elongation inhibitors, primary screen, biochemical, fluorescence polarization, total intensity | Genome polyprotein (Poliovirus type 1 (strain Mahoney)), P03300 | poliovirus polymerase elongation; hits give low values | AID 588519, 2011 | 0.66% of 150,000 active | % elongation, % (compound at 16.7 µg/mL); in the data active means % elongation below about 90%; further: some results filed as inactive read as strong as hits
Target sequence (P03300 1749-2209 limits assumed): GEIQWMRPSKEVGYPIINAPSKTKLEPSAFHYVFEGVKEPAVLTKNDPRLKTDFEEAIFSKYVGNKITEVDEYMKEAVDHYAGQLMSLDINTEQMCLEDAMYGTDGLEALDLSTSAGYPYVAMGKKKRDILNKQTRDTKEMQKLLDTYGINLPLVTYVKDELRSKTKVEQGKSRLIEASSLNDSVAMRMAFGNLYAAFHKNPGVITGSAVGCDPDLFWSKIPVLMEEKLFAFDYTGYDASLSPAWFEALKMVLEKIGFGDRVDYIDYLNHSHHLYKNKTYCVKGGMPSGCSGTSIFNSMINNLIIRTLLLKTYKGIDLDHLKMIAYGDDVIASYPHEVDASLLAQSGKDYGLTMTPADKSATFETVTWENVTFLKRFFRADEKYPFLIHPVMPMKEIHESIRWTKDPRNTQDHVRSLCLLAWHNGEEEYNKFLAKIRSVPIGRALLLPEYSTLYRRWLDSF
Polio RdRp inh FP z-score: further read-out of Polio RdRp inh, marked with its call; z-score; measured here: FP z-score; hits read low
* marks the source's active call; other numbers are inactive results. Only part of the results is shown. The share of hits here may be higher or lower than overall.

SMILES	Polio RdRp inh	Polio RdRp inh FP z-score
COc1cc2c(cc1OC)CN(C(=S)Nc1ccccc1)CC2	101.0	-0.1
COC(=O)c1c(C)oc2ccc(N(C(=O)C3CCCCC3)S(=O)(=O)c3cc(C)c(C)cc3C)cc12	105.0	0.8
CC(OC(=O)Cc1ccc(F)cc1)C(=O)Nc1ccc2c(c1)OCCO2 (stereo unspecified)	94.0	-1.3
CC(=O)NNc1nc(-c2ccccc2)cs1	97.0	-0.2
Fc1ccc(NC(=S)N2CCC3(CC2)OCCO3)c(F)c1	99.0	-1
CCOC(=O)C1C(c2ccccc2)NC(=O)NC1(O)C(F)(F)F (stereo unspecified)	103.0	0.4
Cc1ccc(OCC(=O)N(Cc2ccc(Cl)cc2)CC2CCCO2)cc1C (stereo unspecified)	109.0	0.6
COc1ccc(CCNC(=O)Cn2c(-c3ccc(F)cc3)cc(C(C)=O)c2C)cc1OC	110.0	1
Cc1cc(C)c(C#N)c(SCC(=O)N(C)C2(C#N)CCCCC2)n1	105.0	0.4
COC(=O)CSc1nc2sc3c(c2c(=O)n1-c1ccccc1C)CC(C)(C)OC3	107.0	0.8
O=C1N(Cc2ccccc2)c2ccc(Cl)cc2C1(O)c1c[nH]c2ccccc12 (stereo unspecified)	103.0	-0.2
NC1=NC(=O)/C(=C/c2ccc(O)c(Br)c2)S1	114.0	1.1
O=C(NCC1CCN(c2ccc(S(=O)(=O)N3CCOCC3)cc2)CC1)Nc1cccc(F)c1	101.0	-0.1
CCOC(=O)N1CCC(NC(=O)c2c(C)nn(-c3ccc(F)cc3)c2-n2cccc2)CC1	100.0	-1.3
Cc1cc(N2CC3CC(C2)c2cccc(=O)n2C3)n2ncnc2n1 (stereo unspecified)	101.0	-0.2
CN1C(=O)C(O)(C2OC(C)(C)CCC2=O)c2ccccc21 (stereo unspecified)	102.0	0.2
COc1cccc(NC(=O)c2ccc(-c3nc(COc4ccc(C)cc4)c(C)o3)cc2)c1	104.0	-0.5
Cc1ccc(NC(=O)Cc2coc3c(C)c(C)ccc23)c(C)c1	114.0	-0.1
CCCc1cc(C(=O)OC)c(NC(=O)CCCC(=O)O)s1	101.0	-0.1
CCN(CC)/N=N/c1[nH]nc2nc(C)cc(C)c12	109.0	0.5
Cc1ccc(-c2onc(C)c2C)cc1S(=O)(=O)N1CCc2ccccc21	103.0	-0.9
CCc1cccc(NC(=O)CCS(=O)(=O)c2ccc3nc(C)sc3c2)c1	107.0	0.1
COc1ccc(S(=O)(=O)N(C)CCO)cc1-c1nnc2c3ccccc3c(C)nn12	102.0	0.3
Cc1nc(-c2ccc(S(=O)(=O)N3CCN(c4cc(Cl)ccc4C)CC3)cc2)co1	111.0	0.8
CCNc1sc(S(=O)(=O)CC)nc1S(=O)(=O)c1ccc(C)cc1	104.0	0.5
CCSC1=NCCN1C(=O)c1cccc(C(F)(F)F)c1	102.0	0.8
CCOC(=O)c1nnn2c1nc(Sc1nnc(-c3ccncc3)o1)c1ccccc12	102.0	0.2
CCN(CC)C(=O)c1nn(C)c(=O)c2ccccc12	105.0	0.4
O=C(CCC1Nc2c3ccccc3nc(=S)n2C1=O)N1CCN(c2ccccc2)CC1 (stereo unspecified)	101.0	-0.2
Cc1[nH]n(CCC#N)c(=O)c1C1=NCCCCC1	106.0	0.3
NC(=O)NC(=O)COc1ccccc1Br	108.0	0.6
COc1ccc(Nc2ncnc3c2cnn3-c2ccc(C)cc2C)cc1	103.0	-0.6
COc1cccc(C2=NS(=O)(=O)N(C)C(C(=O)N(C)C3CCCCC3)=C2)c1	102.0	0.5
CC(C)CC12CN3CCN(CC(C3)/C1=N/O)C2	101.0	0
CCCS(=O)(=O)c1csc(C(=O)OC)c1NNS(=O)(=O)c1ccccc1C(F)(F)F	104.0	0.6
CCN1C(=O)/C(=N\N2C(=O)CSC2=S)c2ccccc21	94.0	-1
CC(C)(C)C(=O)O/N=C(\N)Cc1ccc(-c2csnn2)cc1	100.0	-0.6
COc1ccc(CCn2cnc3oc(-c4ccccc4)c(-c4ccccc4)c3c2=N)cc1OC	101.0	-0.1
CC(C)S(=O)(=O)c1cscc1N/C=C(/C#N)C(=O)c1cccs1	108.0	1.9
COc1ccc(Cl)cc1NC(=O)CCn1nc(C)cc1C	109.0	0.7

Single records, as listed above:
Entry for CC(C)CC12CN3CCN(CC(C3)/C1=N/O)C2 = Polio RdRp inh: 101.0; Polio RdRp inh FP z-score: 0
Entry for CC(C)(C)C(=O)O/N=C(\N)Cc1ccc(-c2csnn2)cc1 = Polio RdRp inh: 100.0; Polio RdRp inh FP z-score: -0.6

Next section.
SMILES	Polio RdRp inh	Polio RdRp inh FP z-score
CCc1ccccc1NC(=O)Nc1cc(OC)cc(OC)c1	103.0	0.4
C=CCN1C(=O)CS/C1=N\S(=O)(=O)c1ccc(Cl)s1	106.0	0.5
CCOC(=O)c1c(N)n(C2CCCCC2)c2nc3ccccc3nc12	104.0	0.7
Cc1cc(C(=O)NCc2ccccc2Cl)c2c(C)nn(-c3ccccc3)c2n1	100.0	-1.7
CC(Sc1nncn1C)C(=O)Nc1ccc(Cl)cc1 (stereo unspecified)	102.0	-0.3
CCC12CN3CC(C)(CN(C1)C3c1ccc(O)cc1O)C2=O (stereo unspecified)	108.0	0.3
O=C(O)CCCC(=O)N1CCN(S(=O)(=O)c2ccc(Br)s2)CC1	102.0	-0.2
COC(=O)c1cc2sccc2n1C	104.0	0.8
CCCCN1C(=O)/C(=C\c2ccc3c(c2)OCO3)SC1=S	102.0	0.4
COc1ccc(CCN(C)S(=O)(=O)c2ccc(Cl)s2)cc1OC	98.0	-0.8
NC(=O)CSc1ccccc1NC(=O)c1ccc(=O)[nH]c1	103.0	0.1
Cc1cc(C)c2sc(N(Cc3cccnc3)C(=O)CCOc3ccccc3)nc2c1	106.0	-0.2
CCS(=O)(=O)Nc1cc2c3c(n(S(=O)(=O)CC)c2cc1OC)CCCC3=O	100.0	-0.5
CCOc1cc2c(cc1OCC)C(CC(=O)OC)N(C(=O)Nc1cc(OC)ccc1OC)CC2 (stereo unspecified)	108.0	0.3
Nc1nc(N)nc(N2C(=O)c3ccccc3C2=O)n1	100.0	0
CC(C)(C)C(=O)c1sc2c(c1N)c(=O)[nH]c(=O)n2C1CCCCC1	105.0	0.4
S=C(Nc1ccccn1)Nc1ccccn1	103.0	-0.2
Cc1oc2c(cc(NS(=O)(=O)c3ccc(C(C)C)cc3)c3ccccc32)c1C(=O)O	66.0	-6.2
Cn1c(=S)[nH]c2sccc2c1=O	98.0	-0.4
N#CCSc1ccccc1C(=O)O	94.0	-1.6
Cc1cc(C)cc(N(C(=O)C(C)(C)C)C2C=CS(=O)(=O)C2)c1 (stereo unspecified)	101.0	0.2
Nc1ccc2c(c1)N1CCN=C1S2	99.0	-0.1
O=C(O)CNC(=O)CSc1ccc(Cl)cc1	102.0	-0.1
CC(=O)c1ccc(NC(=O)c2nn(C)c3c2COc2ccccc2-3)cc1	113.0	0.3
COc1cc(NC(=O)c2c(C)nn(-c3ccc(F)cc3)c2-n2cccc2)cc(OC)c1	110.0	0.5
COc1c(NC(=O)N2CC(C)OC(C)C2)csc1Cl (stereo unspecified)	95.0	-2.4
Cn1c(=O)cc(OCC(=O)Nc2ccc(F)cc2F)c2ccccc21	98.0	-1.7
Cc1ccc(S(=O)(=O)Nc2cccc(-c3ccc(N4CCCCC4)nn3)c2)s1	111.0	1.1
CNC(C)[C@@H](O)c1ccc(O)cc1 (stereo partly specified)	98.0	-0.2
Oc1ccccc1-n1cccc1	102.0	-0.2
COc1cccc(CNC(=O)c2ccc(CN3CC(=O)N4CCCCC4C3=O)cc2)c1 (stereo unspecified)	104.0	-0.8
O=C(CCC1N=C2c3ccccc3N=C(SCc3ccc(Cl)cc3)N2C1=O)NC1CCCCC1 (stereo unspecified)	106.0	0.4
CCc1ccc(NC(=O)CCS(=O)(=O)c2ccc3c(c2)CC(=O)N3C)cc1	104.0	2.2
O=C(Nc1cccc2ccccc12)c1cnn2c1NC(c1ccccc1)CC2C(F)(F)F (stereo unspecified)	111.0	0.7
Cc1ccc(Nc2nc(CSc3nnnn3C3CC3)cs2)cc1	116.0	1.2
CC(=O)N(c1ccc(C)c(C)c1)C1C=CS(=O)(=O)C1 (stereo unspecified)	104.0	0.9
Cc1noc(/C=C/c2ccco2)c1S(=O)(=O)N1CCC(C(=O)Nc2ccc(F)c(Cl)c2)CC1	109.0	0.9
NC(=O)NC(=O)CC1Nc2ccccc2NC1=O (stereo unspecified)	101.0	0
FC(F)(F)COc1ccc(-c2nc(-c3ccc(Cl)cc3)no2)cn1	101.0	0
CC(=O)Nc1c(C)nn(-c2ccccc2)c1N1CCC(C(=O)NCc2ccc(F)cc2)CC1	108.0	0
CC(=O)NC(Nc1ccc(S(N)(=O)=O)cc1)(C(F)(F)F)C(F)(F)F	101.0	0
CS(=O)(=O)c1ccc(C(=O)NC2CCCCC2)cc1	102.0	-0.2
Cc1ccccc1OCCCn1cnc2ccccc21	103.0	-0.6
CN(C)S(=O)(=O)N1CCC(n2cnc3cccnc32)CC1	108.0	0.2
CC(=O)N(Cc1ccc(C(C)C)cc1)c1ccc2oc(-c3ccccc3)nc2c1	103.0	0.6
CCOC(=O)C1=C(C)NC2=C(C(=O)c3ccccc32)C1c1cccnc1 (stereo unspecified)	100.0	-0.2
CCOc1ccc(Nc2ncnc3c2nc2n3CCCC2)cc1	105.0	-0.3
COc1ccc(C(F)(F)F)cc1NC(C)=O	100.0	-0.6
N#Cc1c(N)nc2c(c1N)CC(=O)N2c1ccccc1	98.0	-0.2
CCCNC(=O)C(Sc1ccccc1)c1ccccc1 (stereo unspecified)	101.0	0.2

Going on with the list.
SMILES	Polio RdRp inh	Polio RdRp inh FP z-score
Cc1ccc(Nc2nc(C(=O)N3CCCCC3)cs2)cc1	100.0	-0.4
Cc1ccc(-c2nc3ncccc3o2)cc1NC(=O)C(C)(C)Oc1ccc(Cl)cc1	100.0	-0.2
N#CCOC(=O)c1cccc(I)c1	103.0	0
CCOc1ccc(CCNC(=O)c2ccc(CS(=O)Cc3ccc(Cl)cc3)o2)cc1 (stereo unspecified)	103.0	-0.8
CSc1nc(N)nn1CCC#N	106.0	1.1
O=C(c1ccc2c(c1)OCCO2)C1CCCCC1	102.0	0.2
Cc1cccc(NC(=O)c2c(NC(=O)c3cccs3)sc3c2CCC(C)C3)c1 (stereo unspecified)	107.0	0.6
NS(=O)(=O)c1ccc(CCNC(=O)c2ccc(/C=N/O)cc2)cc1	99.0	-0.7
COc1cccc(NC(=O)N2CCC(C(=O)O)CC2)c1	102.0	0
COC(=O)CSc1cc(C(=O)c2nccn2C)c2ccccc2n1	97.0	-0.7

4 of these compounds in a different format:
CCOc1ccc(CCNC(=O)c2ccc(CS(=O)Cc3ccc(Cl)cc3)o2)cc1 (stereo unspecified)
  Polio RdRp inh: 103.0	Polio RdRp inh FP z-score: -0.8

CSc1nc(N)nn1CCC#N
  Polio RdRp inh: 106.0	Polio RdRp inh FP z-score: 1.1

O=C(c1ccc2c(c1)OCCO2)C1CCCCC1
  Polio RdRp inh: 102.0	Polio RdRp inh FP z-score: 0.2

Cc1cccc(NC(=O)c2c(NC(=O)c3cccs3)sc3c2CCC(C)C3)c1 (stereo unspecified)
  Polio RdRp inh: 107.0	Polio RdRp inh FP z-score: 0.6

Remaining list, next part
SMILES	Polio RdRp inh	Polio RdRp inh FP z-score
CN(C)CCCN1c2ccccc2CCc2ccc(Cl)cc21	101.0	0.2
Cn1c(=O)oc2cc(S(=O)(=O)N3CCC(C(=O)N4CCN(c5ccc(Cl)cc5)CC4)CC3)ccc21	107.0	-0.2
Cc1c(Cl)cccc1NC(=O)c1cccc(NC(=O)N2CCSc3ncccc32)c1	103.0	-0.4
CCc1ccccc1NC(=O)c1cc(S(=O)(=O)NC2CCCC2)ccc1F	115.0	1.6
CC1CCC(n2cccc2)CC1 (stereo unspecified)	98.0	-0.4
Cc1ccc(S(=O)(=O)N2CCc3cc(C(=O)Nc4ccc(C)c(C)c4)ccc32)cc1	107.0	0.2
O=C(O)CCN1C(=O)S/C(=C\c2cccs2)C1=O	98.0	-0.5
O=C(Cc1ccccc1)Nc1ccc2c(c1)OCO2	104.0	-0.3
COc1cccc(CNC(=O)Cc2ccc(NC(=O)N3CCSc4ncccc43)cc2)c1OC	104.0	-0.3
CN(C)c1ccc(-n2nc3ccc4ccccc4c3n2)cc1	103.0	0.5

Look-ups from the entries so far:
CN(C)c1ccc(-n2nc3ccc4ccccc4c3n2)cc1 in Polio RdRp inh FP z-score: 0.5
Cc1c(Cl)cccc1NC(=O)c1cccc(NC(=O)N2CCSc3ncccc32)c1 in Polio RdRp inh: 103.0
CN(C)CCCN1c2ccccc2CCc2ccc(Cl)cc21 in Polio RdRp inh: 101.0
O=C(Cc1ccccc1)Nc1ccc2c(c1)OCO2 in Polio RdRp inh FP z-score: -0.3
CC1CCC(n2cccc2)CC1 (stereo unspecified) in Polio RdRp inh: 98.0
Cc1ccc(S(=O)(=O)N2CCc3cc(C(=O)Nc4ccc(C)c(C)c4)ccc32)cc1 in Polio RdRp inh FP z-score: 0.2
Cn1c(=O)oc2cc(S(=O)(=O)N3CCC(C(=O)N4CCN(c5ccc(Cl)cc5)CC4)CC3)ccc21 in Polio RdRp inh: 107.0

The list goes on:
SMILES	Polio RdRp inh	Polio RdRp inh FP z-score
CC(=O)Nc1ccc(NC(=O)CCS(=O)(=O)c2ccc3c(c2)CC(=O)N3C)cc1	102.0	-0.3
Cc1ccc(-c2cc3c(n2-c2ccccc2)CC(C)(C)CC3=O)cc1	104.0	0.9
NC(=O)C(C(N)=O)C1CCS(=O)(=O)C1 (stereo unspecified)	110.0	0.5
CCOc1ccc2c(=O)c(Oc3ccc(OC)cc3)coc2c1	102.0	0.2
CCOc1ccc(NC(=O)NC23CC4CC(CC(C4)C2)C3)cc1	103.0	0.4
O=C1c2cccnc2C(=O)N1Cc1ccc(S(=O)(=O)Nc2cccnc2)cc1	103.0	0.3
CCS(=O)(=O)NCC(c1ccco1)N1CCN(c2ccc(OC)cc2)CC1 (stereo unspecified)	104.0	-0.7
CC1(C)CC(=O)c2sc(NC(=O)CN3CCN(C(=O)c4ccco4)CC3)nc2C1	106.0	1.8
O=C(CNc1ccccc1)c1ccc(Cl)cc1	101.0	0.1
COc1ccc(OC)c(CNC(=O)Cn2ncc3c(=O)oc4ccc(C)cc4c32)c1	102.0	0.4
